From PubChem BioAssay
RORg inh: inhibitors of mouse ROR gamma transcriptional activity. P51450. Drosophila S2 Gal4-RORgamma UAS-luciferase reporter, 20 h. Potency, µM (titrated, usually from 53.6 µM), inactives show top-dose activity change, negative = inhibition, hits mostly inhibitors. 310,000 tested, 5.4% active; also: potency is read from the fitted curve at half-maximal effect; % is scaled to controls: 0 for no effect and ±100 for the full control effect; nearly all actives have a fitted effect of over 60% in size
Target sequence (P51450 whole entry, looked up, the tested form may be a part): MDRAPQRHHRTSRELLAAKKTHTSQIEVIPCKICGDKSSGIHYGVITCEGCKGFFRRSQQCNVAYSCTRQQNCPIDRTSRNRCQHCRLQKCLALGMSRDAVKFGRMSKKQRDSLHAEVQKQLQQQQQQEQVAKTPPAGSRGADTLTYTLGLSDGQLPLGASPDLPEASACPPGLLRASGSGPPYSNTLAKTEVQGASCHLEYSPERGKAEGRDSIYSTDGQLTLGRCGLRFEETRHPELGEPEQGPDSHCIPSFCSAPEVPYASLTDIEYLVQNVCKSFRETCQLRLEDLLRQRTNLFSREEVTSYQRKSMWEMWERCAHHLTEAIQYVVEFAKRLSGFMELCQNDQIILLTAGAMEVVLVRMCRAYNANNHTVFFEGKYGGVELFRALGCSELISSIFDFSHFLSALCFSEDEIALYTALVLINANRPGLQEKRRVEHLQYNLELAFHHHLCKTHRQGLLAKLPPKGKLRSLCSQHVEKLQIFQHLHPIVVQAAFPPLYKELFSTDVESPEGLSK
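In this cell-based reporter format, copper sulfate (700 uM final) drives Gal4–ROR gamma fusion expression from a metallothionein promoter in Drosophila Schneider cells; compounds preincubated 1 hr, reporter read after 20 hr at ambient temperature.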
MBNL1 CUG block: inhibitors of human MBNL1 binding to CUG repeat RNA; Potency, µM (series often up to 57.5 µM), for the others: at the highest dose activity change, negative = inhibition, usual class: inhibitors; AID 2675; 280,000 tested, 0.036% active; TR-FRET MBNL1-His/biotin-(CUG)12 binding, 665/545 ratio; Q9NR56; active = well fitted inhibition curve with a large enough effect in the signal ratio, with a control signal flat, not every such curve was filed as active; inconclusive = small, poorly fitted or top-dose-only effect, or effect the other way, or a change in a side signal; inactive = no such curve, though single readings can be large or run the other way; the % refers to the signal ratio; also: potency is read from the fitted curve at half-maximal effect; % is scaled to controls: 0 for no effect and ±100 for the full control effect
Target sequence (Q9NR56 whole entry, looked up): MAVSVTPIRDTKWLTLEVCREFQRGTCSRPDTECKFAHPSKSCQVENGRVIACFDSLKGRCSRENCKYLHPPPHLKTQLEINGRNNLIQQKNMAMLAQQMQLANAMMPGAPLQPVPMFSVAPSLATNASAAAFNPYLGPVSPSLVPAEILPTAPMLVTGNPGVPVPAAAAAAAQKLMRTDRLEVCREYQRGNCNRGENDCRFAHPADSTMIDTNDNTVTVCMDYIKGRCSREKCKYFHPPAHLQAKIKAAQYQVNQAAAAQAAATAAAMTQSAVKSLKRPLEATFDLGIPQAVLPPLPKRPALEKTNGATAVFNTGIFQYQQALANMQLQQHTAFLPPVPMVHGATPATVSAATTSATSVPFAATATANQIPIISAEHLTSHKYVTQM
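TR-FRET readout: Ex 340 nm, 665/545 nm emission ratio, normalized to buffer-only (basal) and MBNL1-(CUG)12 controls. Complex of MBNL1-His with Biotin-(CUG)12, compounds 92 nM–58 uM, incubated 60 min at room temperature.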
VP16 counter: counter-screen for ROR gamma inhibitors: Gal4-VP16 reporter | Drosophila S2 Gal4-VP16 UAS-luciferase, luminescence, 20 h | Potency, µM (highest dose often 53.6 µM), without a hit: at the top dose activity, negative = inhibition, actives largely listed as inhibitors | 310,000 tested, 3.5% active | AID 2546;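 also: Gal4-VP16 expression switched on by copper sulfate through the metallothionein promoter; potency is read from the fitted curve at half-maximal effect; % is scaled to controls: 0 for no effect and ±100 for the full control effect; nearly all actives have a fitted effect of over 50% in size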
Mito fusion yeast: blocks mitochondrial division or promotes mitochondrial fusion | S. cerevisiae fusion-defective mutant growth rescue, CellTiterGlo 48 h | Potency, µM (titrated, usually from 46.1 µM), for the others: top-dose growth rescue (activation), hits mostly activators | 320,000 tested, 0.23% active | AID 485298;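 also: potency is read from the fitted curve at half-maximal effect; % of control where 0% means no effect; nearly all actives have a fitted effect of over 45% in size; temperature-sensitive fusion mutants such as fzo1-1 at 37 °C on non-fermentable ethanol glycerol medium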
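Temperature-sensitive fusion-defective S. cerevisiae (e.g. fzo1-1, mgm1-5) were grown with compound in YPEG medium (3% ethanol, 3% glycerol) for 48 hours at 37C. Growth rescue was measured as viability by CellTiterGlo luminescence after 10 minutes at ambient.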
KCNH2 3.1 block: inhibitors of human KCNH2 3.1 potassium channel isoform; activity change, % (tested at about 1.8 µM); U2OS KCNH2 3.1, thallium flux FluxOr; stronger effect = lower value; 340,000 tested, 0.95% active;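 active = maximum activity change below -70%; inconclusive = maximum activity change from -70% to -50%; inactive = maximum activity change above -50%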;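 also: thallium influx rate constant from kinetic fluorescence after stimulation buffer; % is scaled to controls: 0 for no effect and ±100 for the full control effect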
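U2OS cells transduced with KCNH2 3.1 mutant virus (1.77 x 10^8 /mL, 4 h), plated overnight at 37 C, loaded 45 min with FluxOr dye plus Red40 quencher. Thallium flux rate constant from kinetic reads after stimulation buffer, normalised to controls.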
ELG1 repair inh: inhibitors of ELG1-dependent DNA repair in HEK293T cells; HEK293T ELG1-luciferase reporter, luminescence, 16 h; DNA damage induced by 5-fluorouridine; Potency, µM (top dose mostly 46.1 µM), inactives show at the highest dose activity change, negative = inhibition, hits mostly inhibitors; 330,000 tested, 2.3% active; also: potency is read from the fitted curve at half-maximal effect; % is scaled to controls: 0 for no effect and ±100 for the full control effect; nearly all actives have a fitted effect of over 55% in size
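Step one: seed 2,000 cells per well. Step two: pin-transfer compound or DMSO alongside 5-fluorouridine. Step three: incubate 16 hr, 37 °C, 5% CO2. Step four: add ONE-Glo, wait 30 min, read luminescence.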
PKM2 activator: increases activity of human pyruvate kinase M2; P14618; purified PKM2, Kinase-Glo ATP luminescence, activation; response scale: 0% is enzyme alone, no compound; Potency, µM (doses to about 57.5 µM), inactives show top-dose activation, usual class: activators; 260,000 tested, 0.34% active; also: potency is read from the fitted curve at half-maximal effect; % is scaled to controls: 0 for no effect and ±100 for the full control effect; nearly all actives have a fitted effect of over 55% in size
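Purified hPK-M2 (>95% pure) converted ADP (0.1 mM final) to ATP with 0.5 mM PEP in 50 mM imidazole pH7.2, KCl, MgCl2, Tween 20, BSA; 1 h at room temperature. ATP detected by Kinase-Glo luminescence.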
FLuc counter: firefly luciferase modulation, counter-screen for miR-21 project | P08659 | purified FLuc, Km substrates, luminescence inhibition | Potency, µM (doses to about 57.5 µM), without a hit: at the top dose activity change, negative = inhibition, most hits filed as inhibitors | 360,000 tested, 6.9% active | AID 588342;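 also: potency is read from the fitted curve at half-maximal effect; plate controls were vehicle for no effect and reference inhibitor for full effect; nearly all actives have a fitted effect of over 55% in size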
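Purified P. pyralis luciferase, 10 nM final, with Km-level 10 uM D-luciferin and 10 uM ATP in 50 mM Tris acetate pH 7.5, 10 mM Mg acetate, 0.01% Tween-20, 0.05% BSA; 6-point qHTS titration about 60 µM downward; luminescence read.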
Menin-MLL TR inh: displaces Texas Red mutant MLL peptide from human menin; 270,000 tested, 0.23% active; AID 1768; Potency, µM (titrated, usually from 61.6 µM), for inactives: top-dose FP activity change, negative = inhibition, actives largely listed as inhibitors; Menin + Texas Red MLL mutant peptide, fluorescence polarization; active = well fitted inhibition curve with a large enough effect in the polarisation, with a control signal flat, not every such curve was filed as active; inconclusive = small, poorly fitted or top-dose-only effect, or effect the other way, or a change in a side signal; inactive = no such curve, though single readings can be large or run the other way; the % refers to the polarisation; also: potency is read from the fitted curve at half-maximal effect; % of control where 0% means no effect; many of its hits are not listed in these tables
NPC1 prom act: activators of NPC1 promoter; 320,000 tested, 2.4% active; Huh7 NPC1 promoter luciferase reporter, 24 h; Potency, µM (doses to about 9.22 µM), for the others: top-dose activation, hits mostly activators;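 also: potency is read from the fitted curve at half-maximal effect; % of control where 0% means no effect; nearly all actives have a fitted effect of over 60% in size; reporter is driven by a mutant NPC1 promoter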
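Huh7 cells stably carrying NPC1 promoter–luciferase, plated in Opti-MEM with 10% FBS for 2 h, were exposed to compound in DMSO for 24 h at 37 °C; luciferase reagent was added for 10 min and luminescence read.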
Rab9 prom act: activators of Rab9 promoter. 320,000 tested, 2.8% active. Huh7 Rab9 promoter-luciferase reporter, luminescence, 24 h. Potency, µM (top dose mostly 9.22 µM), without a hit: at the highest dose activation, negative = inhibition, actives largely listed as activators; also: potency is read from the fitted curve at half-maximal effect; % of control where 0% means no effect; nearly all actives have a fitted effect of over 60% in size
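Steps: seed 1500 Huh7 Rab9-luc cells per well, rest 2 h at 37 °C; add compound in DMSO; incubate 24 h; add luciferase reagent, 10 min ambient; read luminescence.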
Numbers without * were called inactive; ? = inconclusive; . = not tested or not shown; [ ] = remark or other dose. Unless noted, calls follow the shape of the dose curve; as a rule, active = well fitted curve in the direction sought with a large enough effect; inconclusive = small, poorly fitted or top-dose-only effect, or another doubt; inactive = no such curve, though single readings can be large; an effect the other way counts as inactive or inconclusive. Not all compounds are listed; rates above refer to the full screens.

entry	canonical_smiles	Mito fusion yeast	Rab9 prom act	NPC1 prom act	ELG1 repair inh	RORg inh	MBNL1 CUG block
1	CCOc1cc2[nH]c(=S)n(CCCC(=O)NCc3ccco3)c(=O)c2cc1OCC	2%	-7%	-4%	14%	-14%	-2%
2	O=C(Nc1c2c(nn1-c1ccc(F)cc1)CS(=O)(=O)C2)C12CC3CC(CC(C3)C1)C2	1%	10%	-2%	-7%	7%	-6%
3	COc1ccccc1OCC(=O)Nc1ccc(-c2nnc(-c3ccco3)o2)cc1	-5%	21%	10%	?	0%	-4%
4	NC(=O)C1CCN(CC(O)CSc2ccc(F)cc2)CC1 (stereo unspecified)	-2%	-3%	-8%	-8%	-10%	4%
5	Cc1ccc(N=C2SCCCN2C(=O)c2cccc(N3C(=O)CCC3=O)c2)cc1Cl	-2%	-2%	7%	13%	.	.
6	COc1ccccc1Nc1ncc(C(=O)N2CCN(Cc3ccc(OC)c(OC)c3OC)CC2)c2ccccc12	5%	-5%	-6%	?	43%	3%
7	CN(C(=O)c1cccc(C(F)(F)F)c1)C1CCCc2ccccc21 (stereo unspecified)	-5%	1%	-3%	10%	20%	-2%
8	CCN(Cc1nc(-c2ccc(OC)c(OC)c2)no1)C(=O)c1ccoc1C	-4%	-1%	-3%	-2%	30%	1%
9	CC(C)Oc1cccc(C(=O)C2CCCN(C(=O)c3cncs3)C2)c1 (stereo unspecified)	1%	2%	9%	-1%	30%	-2%
10	COc1ccc(CCN2C(=O)CC(Cc3cccc(C)c3)C2=O)cc1OC (stereo unspecified)	0%	-12%	-3%	-23%	31%	-7%
11	COC(=O)c1c(NC(=O)CN2CCN(c3cccc(Cl)c3)CC2)sc(C)c1C	3%	-2%	-2%	-13%	-3%	18%
12	O=C(Nc1cccc(N2CCCC2)c1)c1cccs1	-2%	29%	22%	4%	19%	-3%
13	O=c1[nH]c(Cc2cccs2)nc2ccccc12	-1%	-2%	-1%	-19%	4%	12%
14	CC(C)C(=O)Nc1ccccc1Cc1ccccc1	4%	3%	-6%	6%	-1%	.
15	CCN(CC)C1=CC(=O)OC12CCCCC2	-2%	7%	3%	19%	23%	-1%

entry	Menin-MLL TR inh	PKM2 activator	KCNH2 3.1 block	VP16 counter	FLuc counter
1	17%	3%	3	-10%	1%
2	9%	-10%	-3	-14%	0%
3	0%	2%	10	-16%	1%
4	-5%	.	8	-15%	8%
5	.	.	-6	.	3%
6	-9%	3%	-28	22%	1%
7	-24%	1%	-2	7%	-1%
8	?	-3%	-11	3%	-2%
9	.	.	6	23%	-3%
10	2%	2%	-1	7%	1%
11	-5%	-2%	3	2%	7%
12	?	-9%	-9	5%	17µM*
13	6%	8%	-7	-3%	6%
14	-15%	2%	-4	-25%	-2%
15	-19%	-16%	1	-12%	-14%

The listing continues:
entry	canonical_smiles	Mito fusion yeast	Rab9 prom act	NPC1 prom act	ELG1 repair inh	RORg inh	MBNL1 CUG block
16	CC(=O)N1CCN(C(=O)C2(NC(=O)Nc3cccc(F)c3)CCCCC2)CC1	2%	0%	-2%	12%	4%	-2%
17	O=C1CC(c2ccsc2)Sc2ccccc2N1 (stereo unspecified)	-6%	1%	0%	4%	7%	-5%
18	N/C(=N\OC(=O)COc1cc(Cl)c(Cl)cc1Cl)c1ccccn1	1%	1.1µM*	0.79µM*	?	-19%	2%
19	Brc1ccccc1-c1nnc2sc(Cc3ccccc3)nn12	9%	-4%	5%	4%	11%	-7%
20	C/C(=N\NC(=O)c1ccc(NS(=O)(=O)c2cccs2)cc1)c1ccc2c(c1)OCO2	-2%	1%	-2%	11%	21%	-3%
21	O=S(=O)(NNC(=S)Nc1ccc(S(=O)(=O)Nc2ncccn2)cc1)c1ccc(Br)cc1	0%	-11%	6%	-5%	-10%	4%
22	COc1cc(OC)c(N2CC(C(=O)NCCC3=CCCCC3)CC2=O)cc1Cl (stereo unspecified)	14%	-5%	-2%	-4%	.	.
23	CC(NC(=O)OCc1ccccc1)C(=O)NCC1CCCO1 (stereo unspecified)	0%	-8%	10%	2%	-20%	-18%
24	COc1ccc(NC(=O)c2c(-c3c(Cl)cccc3Cl)noc2C)c(OC)c1	26%	-1%	-6%	23µM*	25%	3%
25	CCOc1ccc(-c2noc(=O)[nH]2)cc1	5%	0%	0%	14%	9%	4%
26	CC(=O)c1ccc(C(=O)Nc2nnc(-c3ccc(Cl)cc3)o2)cc1	.	-1%	-1%	?	-35%	-1%
27	COC(=O)C(C(=O)OC)C(CC(=O)c1ccc(C)cc1)c1cc(OC)c(OC)c(OC)c1 (stereo unspecified)	-10%	-9%	-8%	-9%	19%	-1%
28	O=C(NCC1(N2CCCCC2)CCCCC1)c1cccc(S(=O)(=O)Nc2ccc(F)cc2)c1	1%	-12%	0%	?	.	.
29	Cc1ccc(S(=O)(=O)Nc2ncc(C(F)(F)F)cc2Cl)cc1	21%	3%	3%	11%	?	1%
30	COC(=O)C(C)(C)ONC(=O)Nc1ccccc1	-3%	-4%	2%	9%	-18%	-1%

entry	Menin-MLL TR inh	PKM2 activator	KCNH2 3.1 block	VP16 counter	FLuc counter
16	7%	.	10	0%	2%
17	.	-11%	-2	4%	0%
18	5%	-14%	-5	-10%	2.4µM*
19	-11%	1%	-2	-17%	-1%
20	-24%	5%	-27	-5%	?
21	.	3%	-1	5%	1%
22	.	.	-4	.	-2%
23	7%	0%	7	-12%	-1%
24	56%[activator]	3%	12	-10%	1%
25	17%	3%	-5	4%	?
26	.	-7%	1	2.5µM*	-1%
27	-9%	.	10	-4%	5%
28	.	.	6	.	3%
29	42%[activator]	-7%	-34	-9%	-12%
30	5%	-1%	14	3%	2%

The listing continues.
entry	canonical_smiles	Mito fusion yeast	Rab9 prom act	NPC1 prom act	ELG1 repair inh	RORg inh	MBNL1 CUG block
31	Nc1nc(SCc2nnc(SCC(=O)O)n2-c2ccccc2)nc2sc3c(c12)CCCC3	1%	7%	-1%	-1%	10%	-2%
32	COc1cc2c(cc1OC)CN(CC(=O)Nc1ccc(C)c(S(=O)(=O)N3CCOCC3)c1)CC2	-4%	-1%	-5%	?	5%	7%
33	O=C(CSc1nnc2c3ccccc3c3ccccc3c2n1)Nc1ccccc1	3%	1%	-2%	3%	-3%	-2%
34	O=C(/C=C/c1cccc(F)c1)N1CCN(c2ccccn2)CC1	6%	11%	24%	?	-25%	3%
35	COc1ccccc1CNC(=O)c1cn(C)c(=O)c2cc(OC)c(OC)cc12	-2%	1%[1.84 µM]	7%	8%	30%	-17%

entry	Menin-MLL TR inh	PKM2 activator	KCNH2 3.1 block	VP16 counter	FLuc counter
31	-11%	1%	-27	7%	?
32	.	.	4	4%	2%
33	13µM*	2%	.	-2%	4%
34	.	0%	-23	-19%	?
35	?	-15%	-8	-6%	-1%

Sorted by count of non-hydrogen atoms (rising): 4 of the compounds above
entry	canonical_smiles	Mito fusion yeast	Rab9 prom act	NPC1 prom act	ELG1 repair inh	RORg inh	MBNL1 CUG block
35	COc1ccccc1CNC(=O)c1cn(C)c(=O)c2cc(OC)c(OC)cc12	-2%	1%[1.84 µM]	7%	8%	30%	-17%
33	O=C(CSc1nnc2c3ccccc3c3ccccc3c2n1)Nc1ccccc1	3%	1%	-2%	3%	-3%	-2%
31	Nc1nc(SCc2nnc(SCC(=O)O)n2-c2ccccc2)nc2sc3c(c12)CCCC3	1%	7%	-1%	-1%	10%	-2%
32	COc1cc2c(cc1OC)CN(CC(=O)Nc1ccc(C)c(S(=O)(=O)N3CCOCC3)c1)CC2	-4%	-1%	-5%	?	5%	7%

entry	Menin-MLL TR inh	PKM2 activator	KCNH2 3.1 block	VP16 counter	FLuc counter
35	?	-15%	-8	-6%	-1%
33	13µM*	2%	.	-2%	4%
31	-11%	1%	-27	7%	?
32	.	.	4	4%	2%
